Source: PubChem (National Center for Advancing Translational Sciences (NCATS))
IL2 activator: activators of IL-2. activation, % (series mostly up to about 46 µM). 0.065% of 360,000 active. IL-2 activation reporter assay, cell-based qHTS; stimulated with anti-CD3/CD4/CD28 beads; in transgenic mouse T cells; in the data active = activation above about 50%; inconclusive = mostly about 30% to 49%; note: 0% is about no effect
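Quantitative HTS in unstimulated transgenic mouse T cells, with memory T cells as non-tolerant control and PMA/ionomycin as tolerance-bypass control. Compound pretreatment lasted 60 minutes before 18 h bead stimulation; EGFP/DsRed fluorescence read.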
EPAC1 antagonist: antagonists of human EPAC1; O95398; EPAC1 GEF assay, Rap1b-BODIPY-GDP exchange fluorescence; Potency, µM (highest dose often 115 µM), for inactives: at the highest dose activity change, negative = inhibition, usual class: inhibitors; 0.14% of 360,000 active; AID 720709;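 note: potency is the fitted concentration of half-maximal effect; plate controls were vehicle for no effect and positive control for full effect; nearly all actives have a fitted effect of over 50% in size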
GLP-1R inv ag: inverse agonists of human GLP-1 receptor; P43220; HEK293 GLP-1R CRE-luciferase, luminescence, 24 h; GLP-1R form is constitutively active; Potency, µM (highest dose often 38.3 µM), without a hit: at the highest dose activity change, negative = inhibition, actives largely listed as inhibitors; 1.6% of 410,000 active; AID 624417; note: potency is the fitted concentration of half-maximal effect; % is set by controls: 0 for no effect and ±100 for the full control effect; nearly all actives have a fitted effect of over 55% in size
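Inverse agonism was detected as reduced cAMP-driven luciferase luminescence after 24 h compound treatment. The cells were HEK293 clones expressing constitutively active human GLP-1R with the reporter. Reporter-only and GPR119 cell lines served as counterscreen controls.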
PLK1 PBD block: inhibitors of human PLK1 polo-box domain binding; Potency, µM, without a hit: max response, negative = inhibition, actives largely listed as inhibitors; 2.8% of 360,000 active; Plk1 PBD binding of FITC phosphopeptide, fluorescence polarization; P53350; note: potency is the fitted concentration of half-maximal effect; series mostly up to about 57 µM; % is set by controls: 0 for no effect and ±100 for the full control effect; nearly all actives have a fitted effect of over 65% in size
Target sequence (P53350 whole entry, looked up, the tested form may be a part): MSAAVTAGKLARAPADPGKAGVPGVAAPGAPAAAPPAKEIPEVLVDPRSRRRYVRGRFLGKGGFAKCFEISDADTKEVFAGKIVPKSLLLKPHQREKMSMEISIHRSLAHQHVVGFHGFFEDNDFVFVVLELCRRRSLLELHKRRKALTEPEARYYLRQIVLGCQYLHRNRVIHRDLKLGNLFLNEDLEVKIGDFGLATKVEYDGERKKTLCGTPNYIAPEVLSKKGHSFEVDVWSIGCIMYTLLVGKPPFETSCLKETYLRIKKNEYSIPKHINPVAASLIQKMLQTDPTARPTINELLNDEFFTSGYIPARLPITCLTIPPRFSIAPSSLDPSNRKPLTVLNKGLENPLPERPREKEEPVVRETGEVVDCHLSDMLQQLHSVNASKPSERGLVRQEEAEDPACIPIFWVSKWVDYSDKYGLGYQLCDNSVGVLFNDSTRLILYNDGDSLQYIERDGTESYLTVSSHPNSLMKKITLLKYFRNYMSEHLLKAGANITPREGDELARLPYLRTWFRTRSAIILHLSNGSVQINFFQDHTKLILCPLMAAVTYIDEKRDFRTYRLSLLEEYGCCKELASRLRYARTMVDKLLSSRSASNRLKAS
GLP1R ag: agonists of human GLP-1 receptor | Potency, µM (top dose mostly 45.6 µM), for the others: top-dose activation, usual class: activators | AID 624172 | HEK293 GLP-1R CRE-luciferase, luminescence, 4-6 h; cells express a hypersensitive GLP-1R form | P43220 | 0.007% of 380,000 active; note: potency is the fitted concentration of half-maximal effect; % of control where 0% means no effect
HEK293 tox: cytotoxicity in counter-screen for GLP-1R inverse agonists; HEK293 cAMP-luciferase reporter cells, luminescence, 24 h; Potency, µM (titrated, usually from 38.3 µM), for the others: at the top dose activity change, negative = inhibition, usual class: inhibitors; 0.13% of 410,000 active; AID 624418;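 note: loss of luciferase light is scored as toxicity; potency is the fitted concentration of half-maximal effect; % is set by controls: 0 for no effect and ±100 for the full control effect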
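MLSMR compounds, 24 hr on cells at 37 deg C/5% CO2; luminescence after luciferase reagent (12 min RT). Inhibition counted as the undesired cytotoxic outcome.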
EPAC1 agonist: agonists of human EPAC1. 0.073% of 360,000 active. Potency, µM (doses to about 154 µM), inactives show at the top dose activation, usual class: activators. AID 720707. EPAC1 agonist qHTS, biochemical assay; response scale: 100% = response to 6.5 mM cAMP. O95398; note: potency is the fitted concentration of half-maximal effect; nearly all actives have a fitted effect of over 60% in size
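EPAC1 100 nM, Rap1B–BODIPY-GDP 250 nM, unlabeled GDP 50 uM; compound titration; 5 min RT; kinetic read ex480/em540 at 5-min intervals ×30 min; data normalized to 6.5 mM cAMP agonist control.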
PI5P4K alpha inh: inhibitors of human PI5P4K alpha; P48426; 1.2% of 330,000 active; max response, %; PI5P4Kalpha enzyme, ADP-Glo luminescence, 60 min; hits give low values; active = max response of -50% or lower; inconclusive = between -30% and -50%; inactive = -30% or higher; note: value at the top dose of about 77 µM; % is set by controls: 0 for no effect and ±100 for the full control effect
Target sequence (P48426 whole entry, looked up): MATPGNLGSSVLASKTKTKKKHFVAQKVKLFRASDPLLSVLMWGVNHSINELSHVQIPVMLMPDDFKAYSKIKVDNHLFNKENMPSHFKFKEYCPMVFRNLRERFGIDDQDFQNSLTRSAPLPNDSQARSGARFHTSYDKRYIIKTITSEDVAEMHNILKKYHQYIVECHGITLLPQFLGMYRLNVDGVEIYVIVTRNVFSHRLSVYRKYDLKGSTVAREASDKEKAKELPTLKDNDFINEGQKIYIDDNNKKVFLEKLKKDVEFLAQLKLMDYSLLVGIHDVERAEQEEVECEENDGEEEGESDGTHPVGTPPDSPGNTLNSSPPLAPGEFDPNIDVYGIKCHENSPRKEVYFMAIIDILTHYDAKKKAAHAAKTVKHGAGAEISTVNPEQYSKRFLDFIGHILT
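qHTS, 1536-well: enzyme/substrate mix, compound by pin tool, 5 microM ATP final; RT 60 min; ADP-Glo reagents 1 (45 min) then 2 (30 min); luminescence.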
PTHR1 ag: PTHR1 (human) receptor agonism; AID 743266; Potency, µM (highest dose often 115 µM), for the others: at the top dose activation, actives largely listed as activators; Q03431; HEK293 GP2 PTHR1 cells, GloSensor cAMP luminescence, 1 h; 0.075% of 410,000 active; note: potency is the fitted concentration of half-maximal effect; nearly all actives have a fitted effect of over 55% in size; some results filed as inactive show a strong effect at the top dose; inactives centre near -15; many of its hits are not listed in these tables
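HEK-293-derived GP2 cells expressing PTHR1 and a GloSensor cAMP reporter, 3,000/well, plated overnight, given luciferin plus IBMX (each 0.5 mM as added) for 1 h at 37 °C, then compound for 1 h at 37 °C. Luminescence was read after 15 min at room temperature.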
Numbers without * were called inactive; i = inactive; u = inconclusive; x = not tested or not shown; [ ] = remark or other dose. Unless noted, calls come from the whole dose curve; as a rule, active = well fitted curve in the direction sought with a large enough effect; inconclusive = small, poorly fitted or top-dose-only effect, or another doubt; inactive = no such curve, though single readings can be large; an effect the other way counts as inactive or inconclusive.

SMILES | IL2 activator | EPAC1 antagonist | GLP-1R inv ag | PLK1 PBD block | GLP1R ag | HEK293 tox | EPAC1 agonist | PI5P4K alpha inh | PTHR1 ag
O=C(Cc1ccccc1)NCCCNC(=O)Cc1ccccc1 | 0.1 | 3% | 3% | 1% | -2% | -4% | 6% | -1 | i
CCCCCCn1nc(C(=O)N(CCCC)c2c(N)n(CCC)c(=O)[nH]c2=O)c2ccccc2c1=O | -0.6 | -5% | -25% | 0% | 1% | -6% | 12% | 5 | -5%
CN(CC(=O)Nc1ccc(F)cc1)C(=O)CSc1nc2ncc(Cl)cc2[nH]1 | -0.4 | -5% | 15% | 6% | 0% | 2% | -5% | -2 | i
Cc1ccccc1OCC(=O)Nc1nc(C)c(C(=O)N(C)C)s1 | -0.2 | 13% | 1% | -9% | -2% | 0% | 1% | 0 | i
CN1C(=O)CC(Nc2cccc3cccc(N)c23)C1=O (configuration not stated) | -0.5 | -22% | 9% | -5% | -3% | -14% | -1% | 8 | i
CCCc1cc(-c2n[nH]c(=S)n2Cc2ccccc2)cs1 | -3.5 | -12% | 0% | -24% | 7% | 3% | 13% | x | -24%
CSCCC(NS(=O)(=O)c1ccc(C)cc1)C(=O)N1CCCCCCC1 (configuration not stated) | -2.9 | -2% | -19% | 1% | 1% | -19% | 3% | 0 | -4%
Cc1c(C(=O)NC2CCS(=O)(=O)C2)oc2ccccc12 (configuration not stated) | -0.6 | 9% | -5% | -5% | 3% | 2% | -6% | 0 | -7%
O=S(=O)(c1cccc(-c2cn3ccccc3n2)c1)N1CCCCC1 | -2.1 | 27% | 36%[activator] | -2% | -5% | -1% | 6% | 5 | -43%[inhibitor]
CN1CCN(c2ccc(NC(=O)CN3CCOCC3)cc2F)CC1 | -0.5 | 2% | 13% | -4% | 4% | 3% | 5% | 0 | -11%
CN(/N=C/c1ccncc1)c1cnc2ccccc2n1 | 1.2 | -9% | 19%[0.307 µM] | -6% | 14% | -3%[0.307 µM] | -1% | 3 | -70%[inhibitor]
COC(=O)c1ccc(NC(=O)C23CC4CC(C2)CC(n2cncn2)(C4)C3)cc1 | -0.3 | -13% | -2% | -7% | 4% | 5% | 5% | 4 | i
CON1C(=O)C(=O)N(OC)C(C)(C)C1(C)C | -0.9 | 0% | 4% | -6% | -7% | -16% | -2% | -8 | -20%
C[C@H](NC(=O)C1CC(=O)N(c2ccc3c(c2)OCCO3)C1)C(=O)N1CCC(C(=O)O)CC1 (some centres not stated) | 2.5 | 1% | 6% | -10% | -5% | -2% | 3% | 5 | 8%
Cc1cccc(C)c1NC(=S)N(Cc1cccs1)C1CCCC1 | 0.5 | -12% | 3%[0.307 µM] | -14% | -17% | -5%[0.307 µM] | 3% | -10 | -4%
COc1ccc(C2c3cc(OC)c(OC)cc3CCN2C(=O)c2cccc([N+](=O)[O-])c2)cc1OC (configuration not stated) | -0.9 | -5% | 41%[activator] | -1% | 20% | 2% | -4% | -2 | -4%
O=C(CSc1nc(O)cc(=O)[nH]1)Nc1ccc2c(c1)CCC2 | -0.3 | -30% | 0% | -18% | -12% | 2% | 3% | x | i
CCN(C(=O)CSc1nnc(-c2ccc3c(c2)OCO3)o1)C1CCS(=O)(=O)C1 (configuration not stated) | 2.8 | 5% | 11% | -10% | 18% | 10% | 10% | 2 | i
CC(OC(=O)COc1ccccc1)C(=O)NC1CCCC1 (configuration not stated) | 1.6 | 13% | 4% | -1% | -5% | -6% | -16% | -1 | -24%
C/C(=N\NS(=O)(=O)c1ccc(Cl)c([N+](=O)[O-])c1)c1ccc(C)o1 | -0.7 | -6% | 3% | u | 3% | -19% | -1% | -3 | i
COc1cccc(C(=O)N2CCN(C(=O)c3cccs3)CC2)c1OC | -0.6 | -5% | 4% | -24% | 0% | -18% | 3% | 0 | i
Nc1cc(=O)[nH]c(SCC(=O)Nc2cc(S(=O)(=O)N3CCOCC3)ccc2Cl)n1 | -2.0 | -8% | 13% | 3% | -3% | -1% | -18% | -2 | i
Cc1ncc(CO)c(/C=N/NC(=O)c2cc(Br)ccc2O)c1O | 0.2 | u | -14% | -10% | -1% | -2% | 0% | 1 | i
COC(=O)c1ccccc1NC(=S)NC(=O)COc1ccccc1Cl | 0.2 | -15% | -14% | u | 2% | 64%[activator] | 16% | 22 | -53%[inhibitor]
CCOc1ccccc1N1CCN(CC(=O)Nc2nccs2)CC1 | -1.7 | 4% | -11% | -6% | -1% | -11% | 10% | 0 | -32%[inhibitor]

Reformatted: 9 of the compounds above
mol,IL2 activator,EPAC1 antagonist,GLP-1R inv ag,PLK1 PBD block,GLP1R ag,HEK293 tox,EPAC1 agonist,PI5P4K alpha inh,PTHR1 ag
O=C(Cc1ccccc1)NCCCNC(=O)Cc1ccccc1,0.1,3%,3%,1%,-2%,-4%,6%,-1,i
CCCCCCn1nc(C(=O)N(CCCC)c2c(N)n(CCC)c(=O)[nH]c2=O)c2ccccc2c1=O,-0.6,-5%,-25%,0%,1%,-6%,12%,5,-5%
CN(CC(=O)Nc1ccc(F)cc1)C(=O)CSc1nc2ncc(Cl)cc2[nH]1,-0.4,-5%,15%,6%,0%,2%,-5%,-2,i
Cc1ccccc1OCC(=O)Nc1nc(C)c(C(=O)N(C)C)s1,-0.2,13%,1%,-9%,-2%,0%,1%,0,i
CN1C(=O)CC(Nc2cccc3cccc(N)c23)C1=O (configuration not stated),-0.5,-22%,9%,-5%,-3%,-14%,-1%,8,i
CCCc1cc(-c2n[nH]c(=S)n2Cc2ccccc2)cs1,-3.5,-12%,0%,-24%,7%,3%,13%,x,-24%
CSCCC(NS(=O)(=O)c1ccc(C)cc1)C(=O)N1CCCCCCC1 (configuration not stated),-2.9,-2%,-19%,1%,1%,-19%,3%,0,-4%
Cc1c(C(=O)NC2CCS(=O)(=O)C2)oc2ccccc12 (configuration not stated),-0.6,9%,-5%,-5%,3%,2%,-6%,0,-7%
O=S(=O)(c1cccc(-c2cn3ccccc3n2)c1)N1CCCCC1,-2.1,27%,36%[activator],-2%,-5%,-1%,6%,5,-43%[inhibitor]

New compounds follow:
SMILES | IL2 activator | EPAC1 antagonist | GLP-1R inv ag | PLK1 PBD block | GLP1R ag | HEK293 tox | EPAC1 agonist | PI5P4K alpha inh | PTHR1 ag
C=CCNC(=O)c1onc(CSc2ccc(Cl)cc2)c1C(=O)NCC=C | -0.2 | -4% | 13µM* | -9% | 32% | u | 2% | 6 | i
COc1ccc(-c2cnc3c(NC(C)=O)cc(-c4ccc(S(C)(=O)=O)cc4)cn23)cc1OC | -0.7 | -5% | 27% | -13% | 18% | -6% | -2% | -4 | u
Cc1ccc(CNn2cnnc2SCC(=O)NC(C)(C)C)cc1 | -2.1 | 4% | -8% | 0% | -5% | -11% | -10% | -1 | i
CCN(CC)C(=O)C1=C(C)N(CCCOC)C(=O)C(CC(=O)NCCCN(C)C)C1 (configuration not stated) | 0.7 | -6% | 7% | -12% | 6% | -1% | 14% | -1 | -21%
N#Cc1ccc(NC(=S)NC(=O)C2CC2)cc1 | -0.3 | -8% | -1% | -10% | 2% | 2% | -8% | 3 | i
COc1ccc(-c2[nH]n(-c3ccc([N+](=O)[O-])cc3)c(=O)c2C=NCC2CCCO2)cc1 (configuration not stated) | 0.9 | -18% | -5% | -3% | 7% | 1% | 16% | 4 | i
Cn1c(CNC(=O)c2cccs2)n[nH]c1=S | -3.7 | 10% | 4% | -11% | -5% | 6% | 0% | -4 | i
Cc1ccc(Cc2c(-c3cccc(Cl)c3)nc3ccc(Br)cn23)cc1 | -0.2 | u | u | u | 9% | -19% | 2% | -17 | -87%[inhibitor]
Cc1nc(Nc2ccccc2C(F)(F)F)sc1C(=O)N(C)C | -1.0 | -1% | u | -26% | 5% | -12% | -2% | -1 | -3%
O=C(NC1CC2CCCC(C1)N2C(=O)Nc1cccc(F)c1)C1CC1 (configuration not stated) | -0.9 | -12% | 27% | 1% | -1% | 0% | -4% | 3 | i
CC(C(=O)NCCS(=O)(=O)c1ccc(Br)cc1)S(=O)(=O)c1ccc(Cl)cc1 (configuration not stated) | -0.9 | -4% | 0% | -10% | 11% | 3% | 4% | -6 | -19%
COc1cc(-n2c(C)nc3cccnc32)c(Cl)cc1C(=O)O | 0.3 | -5% | 2% | -13% | -7% | 6% | 3% | -2 | -45%[inhibitor]
CCN(C(=O)CSc1nnnn1C)C1CCS(=O)(=O)C1 (configuration not stated) | -2.5 | 2% | 12% | 3% | -6% | -5% | 0% | -1 | i
CC(=O)N1C2=CCCC3CCCCC23c2ccccc21 (configuration not stated) | -0.2 | 5% | u | -2% | 2% | -5% | 7% | 14 | -9%
Cc1nc(-c2ccccc2)ccc1C(=O)O | -3.1 | -16% | 12% | 0% | -1% | -10% | 3% | -5 | -1%
COc1ccc(CSc2nnnn2C)cc1F | -1.6 | -1% | 14% | -8% | 10% | 0% | -2% | 2 | -9%
Cc1ccc(NC(=O)c2cc3c(s2)CCCC3)cc1S(=O)(=O)Nc1ccccc1Cl | -0.7 | -11% | u | -12% | -4% | -8% | 10% | -10 | -3%
Nc1ncnc(Oc2ccccc2F)c1[N+](=O)[O-] | -3.3 | 3% | 5% | -4% | u | -14% | 5% | 2 | i
NCCc1nnc(SCC(N)=O)o1 | 0.0 | -15% | 2% | -7% | -7% | 2% | 12% | x | -3%
Cc1cccc2cc(CN(Cc3cccnc3)C(=O)c3ccncc3)c(=O)[nH]c12 | -2.0 | 2% | 0% | -3% | 0% | -2% | 3% | 0 | -23%[57.5 µM]
CCOC(=O)Cc1ncccc1C(=O)Nc1ccc(OC)cc1 | 2.7 | -8% | 1%[7.66 µM] | -4% | 3% | -1%[7.66 µM] | -3% | -2 | i
O=c1[nH]cn[nH]1 | 1.0 | 2% | 13% | -10% | 11% | -1% | 3% | 1 | -17%

Not all compounds are listed; rates above refer to the full screens.
